Screening results as filed in PubChem.
HT1080 IDH1KD tx: HT-1080 IDH1 knockdown cell toxicity (counter line). HT-1080 IDH1 knockdown viability, ATP luminescence, 48 h. actives 2% (n = 360,000). Potency, µM (series often up to 46.1 µM), inactives show at the top dose activity, negative = toxicity, hits mostly cytotoxic. AID 686971;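 note: 0% = DMSO wells and -100% = cell-free medium wells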
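Knockdown cells (IDH1KD HT-1080) received compounds 2 h after plating at 750 cells/well and were kept 48 h at 37 °C in 5% FBS RPMI. A CellTiter-Glo luminescence read gave % activity for curve fitting.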
GLP-1R inv ag: inverse agonists of human GLP-1 receptor; P43220; HEK293 GLP-1R CRE-luciferase, luminescence, 24 h; GLP-1R form is constitutively active; Potency, µM (top dose mostly 38.3 µM), for the others: top-dose activity change, negative = inhibition, usual class: inhibitors; actives 1.6% (n = 410,000); AID 624417; note: % is set by controls: 0 for no effect and ±100 for the full control effect; nearly all actives have a fitted effect of over 55% in size
Target sequence (P43220 whole entry, looked up): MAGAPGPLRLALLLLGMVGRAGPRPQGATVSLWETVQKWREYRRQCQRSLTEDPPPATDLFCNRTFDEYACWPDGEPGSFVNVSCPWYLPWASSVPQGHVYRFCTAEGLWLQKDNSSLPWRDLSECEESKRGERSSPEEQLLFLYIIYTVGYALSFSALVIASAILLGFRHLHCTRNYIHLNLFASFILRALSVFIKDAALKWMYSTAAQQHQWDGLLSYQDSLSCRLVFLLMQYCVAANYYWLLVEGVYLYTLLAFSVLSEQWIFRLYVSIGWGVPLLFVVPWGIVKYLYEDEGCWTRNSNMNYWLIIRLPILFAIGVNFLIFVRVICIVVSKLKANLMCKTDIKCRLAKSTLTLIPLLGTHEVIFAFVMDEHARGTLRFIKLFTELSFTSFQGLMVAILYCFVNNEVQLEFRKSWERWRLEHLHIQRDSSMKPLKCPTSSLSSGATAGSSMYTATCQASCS
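Cells are plated, allowed 12 hours at 37 deg C, then treated with compounds for 24 hr before luciferase detection reagent is added and luminescence is read after 12 min at room temperature. The HEK293 line carries constitutively active GLP-1R with a cAMP-responsive reporter.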
HT1080-NT tox: kills 2HG-producing HT-1080-NT fibrosarcoma cells; actives 1.6% (n = 360,000); HT-1080-NT fibrosarcoma viability, CellTiter-Glo ATP luminescence, 48 h; Potency, µM (titrated, usually from 46.1 µM), without a hit: at the top dose activity, negative = less viability, hits mostly cytotoxic;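 note: NT is the 2HG producing partner of a matched IDH1 knockdown line; 0% = DMSO-treated cells and -100% = media-only wells without cells; nearly all actives have a fitted effect of over 55% in size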
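750 cells/well, RPMI + 5% FBS; 2 h settle, compound pin-transfer, 48 h at 37 degrees C. CellTiter-Glo 10 min RT, luminescence. Normalized to DMSO and media-only wells.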
SW480 rereplic: inducers of DNA re-replication in SW480 colon cancer cells. SW480 DNA re-replication, Hoechst DNA content imaging, 48 h. Potency, µM (top dose mostly 46.1 µM), for the others: at the top dose re-replication activation, usual class: activators. actives 1.8% (n = 340,000). AID 624297; note: % of control where 0% means no effect; nearly all actives have a fitted effect of over 55% in size
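Hoechst fluorescence of nuclei (405 nm excitation, 500-530 nm emission) measured by plate-scanning imager after 48 hr compound exposure at 37 C; re-replication scored as increased number of nuclei with elevated intensity.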
TDP43 rescue: TDP-43 toxicity inhibition in yeast; actives 1.8% (n = 410,000); TDP-43 expressing yeast growth rescue, BacTiter-Glo, 24 h; Potency, µM (highest dose often 46.1 µM), without a hit: top-dose growth rescue (activation), most hits filed as activators; note: % of control where 0% means no effect; nearly all actives have a fitted effect of over 50% in size
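Yeast expressing TDP-43 (pregrown in raffinose, seeded at OD600=0.02 in galactose medium) exposed to compounds 24 hr at 30 deg C. Growth read by BacTiter-Glo luminescence; rescue of toxicity appears as increased signal.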
KB-V1 cytotox: KB-V1 MDR subline cytotoxicity | Potency, µM (highest dose often 46.1 µM), for inactives: at the highest dose activity change, negative = cytotoxicity, most hits filed as cytotoxic | KB-V1 MDR cells viability, CellTiter-Glo, 72 h | actives 3.4% (n = 400,000); note: % is set by controls: 0 for no effect and ±100 for the full control effect; nearly all actives have a fitted effect of over 60% in size
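KB-V1, DMEM (no phenol red) + 10% FBS; cpd pin-transferred, titration series; 72 h, 37 degrees C; CellTiter-Glo, luminescence. Data normalized, curve-fit.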
KB-3-1 tox: kills parental KB-3-1 adenocarcinoma cells; Potency, µM (titrated, usually from 46.1 µM), without a hit: at the top dose activity change, negative = cytotoxic, hits mostly cytotoxic; AID 1347075; actives 1.4% (n = 400,000); KB-3-1 viability, CellTiter-Glo ATP luminescence, 72 h; note: % is set by controls: 0 for no effect and ±100 for the full control effect; nearly all actives have a fitted effect of over 60% in size
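Here the drug-naive KB-3-1 line serves as comparator for MDR sub-line selectivity; cells received compound titrations, 72 h at 37 °C, then CellTiter-Glo readout.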
HEK293 tox: cytotoxicity counter-screen for GLP-1 receptor inverse agonists; HEK293 cAMP-luciferase reporter cells, luminescence, 24 h; Potency, µM (highest dose often 38.3 µM), without a hit: at the top dose activity change, negative = inhibition, hits mostly inhibitors; AID 624418; actives 0.13% (n = 410,000);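 note: loss of luciferase light is scored as toxicity; % is set by controls: 0 for no effect and ±100 for the full control effect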
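Seeding density was 200 cells/uL; after overnight-length (12 h) culture, 23 nL compounds went on for 24 h at 37 °C. Readout used a luciferase detection reagent, luminescence taken after 12 min at room temperature.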
GLP-1R agonist: agonists of human GLP-1 receptor. HEK293 GLP-1R CRE-luciferase, luminescence, 4-6 h; cells express a hypersensitive GLP-1R form. Potency, µM (series often up to 45.6 µM), without a hit: top-dose activation, usual class: activators. P43220. actives 0.007% (n = 380,000); note: % of control where 0% means no effect
Numbers without * were called inactive; ? = inconclusive; / = no result given; [ ] = dose if it differs, or a comment. Calls come from the whole dose curve; as a rule, active = well fitted curve in the direction sought with a large enough effect; inconclusive = small, poorly fitted or top-dose-only effect, or another doubt; inactive = no such curve, though single readings can be large; an effect the other way counts as inactive or inconclusive. Potency is the fitted concentration of half-maximal effect.

Key to letters – A = HT1080 IDH1KD tx; B = GLP-1R inv ag; C = HT1080-NT tox; D = SW480 rereplic; E = TDP43 rescue; F = KB-V1 cytotox; G = KB-3-1 tox; H = HEK293 tox; I = GLP-1R agonist
CCOC(=O)c1nc(NCc2cccnc2)c2ccccc2n1
  A: 18%; B: 0%; C: -7%; D: 2%; E: -7%; F: -1%; G: -1%; H: -20%; I: 10%

COc1ccc(-n2c(=O)c3c4c(sc3n(Cc3ccccc3C)c2=O)CCCC4)c(OC)c1
  A: /; B: -2%; C: /; D: /; E: 7%; F: 0%; G: 0%; H: 0%; I: /

CN(NC(=O)c1ccccc1)c1nc2ccccc2nc1C(F)(F)F
  A: ?; B: -32%; C: ?; D: ?; E: 16%; F: 4.6µM*; G: 2.9µM*; H: ?; I: -8%

N#CC1(Cc2ccccc2Cl)c2ccccc2C=CN1C(=O)c1ccccc1 (configuration not stated)
  A: 7%; B: 5%; C: -2%; D: 4%; E: 6%; F: 21µM*; G: ?; H: -6%; I: -2%

O=C1c2ccccc2C(Nc2ccccc2F)N1c1cccnc1 (configuration not stated)
  A: -3%; B: 4%; C: 1%; D: 0%; E: 6%; F: -12%; G: 3%; H: 3%; I: 6%

Cc1cc(NS(=O)(=O)c2ccc(NC(=O)c3cnc4sccn4c3=O)cc2)nc(C)n1
  A: 5%; B: 3%; C: -1%; D: 0%; E: 8%; F: -16%; G: 3%; H: -2%; I: 1%

COc1cc(Cl)c(CN2CCC(CO)(CCOc3ccccc3)CC2)cc1OC
  A: -8%; B: ?; C: -6%; D: -25%; E: 5%; F: 9%; G: -5%; H: -1%; I: 11%

Cc1cccc(NC(=S)NCC(c2cccnc2)N(C)C)c1C (configuration not stated)
  A: ?; B: 23%; C: 22%; D: -3%; E: 24%; F: ?; G: 9%; H: 0%; I: -1%

COC(=O)CCc1c(C)c(C(=O)c2cc(OC)c(OC)c(OC)c2)c2ccccn12
  A: ?; B: 1%; C: ?; D: 10µM*; E: 27%; F: -9%; G: -16%; H: -20%; I: 23%

CCOC(=O)N1CCN(C(=O)c2cccc(F)c2)CC1
  A: -1%; B: 6%; C: 3%; D: -15%; E: 11%; F: -5%; G: -2%; H: 6%; I: 5%

CCCOc1ccc(C(=O)CCNc2cccc(Cl)c2)cc1
  A: -15%; B: ?; C: -6%; D: -8%; E: 3%; F: -4%; G: 1%; H: 1%; I: 11%

Cc1cccc(C(=O)Nc2ccc(OCc3cc(=O)n4c5c(sc4n3)CCCC5)cc2)c1
  A: /; B: 4%; C: /; D: /; E: 3%; F: 0%; G: -1%; H: -3%; I: 0%

COc1ccc(CNC(=O)CN(C(=O)c2csnn2)c2cccc(C(C)=O)c2)cc1
  A: 21%; B: -15%; C: 20%; D: 10%; E: -13%; F: 5%; G: -7%; H: 0%; I: 3%

N/C(COc1cc(Cl)cc(Cl)c1)=N\O
  A: -2%; B: -7%; C: 0%; D: -3%; E: -17%; F: -16%; G: -1%; H: -2%; I: 0%

Cc1cccc(C)c1NC(=O)C(c1ccccc1OC(F)(F)F)N1CCC(c2ccccc2)CC1 (configuration not stated)
  A: ?; B: ?; C: -28%; D: /; E: -4%; F: ?; G: -1%; H: -15%; I: /

O=C(NCCc1ccccn1)/C(=C/c1ccco1)NC(=O)c1ccccc1
  A: 14%; B: ?; C: 9%; D: -15%; E: -6%; F: -14%; G: 1%; H: -22%; I: -3%

C=CCC1(O)C(=O)N2C(=C1C(=O)OCC)c1ccc3ccccc3c1CC2(C)C (configuration not stated)
  A: -2%; B: ?; C: -19%; D: -20%; E: 19%; F: -6%; G: 0%; H: 9%; I: -3%

COc1ccc(CN2C[C@@H](CO)O[C@@H](n3cnc4c(NCCO)ncnc43)C2)cc1
  A: 6%; B: -3%; C: 21%; D: /; E: 18%; F: 0%; G: 0%; H: -10%; I: 16%

Cc1ccc(C(=O)CN2CCN(c3ccccn3)CC2)c(C)c1
  A: 28%; B: -5%; C: 24%; D: 10%; E: -12%; F: 0%; G: 7%; H: -17%; I: 4%

O=S(=O)(c1ccc2c(c1)CCCN2)N1CCCC2CCCCC21 (configuration not stated)
  A: ?; B: ?; C: ?; D: 11%; E: ?; F: ?; G: ?; H: -12%; I: 30%

COc1cc(OC)c(/C=N/n2c(C)nnc2C)c(OC)c1
  A: 3%; B: 10%; C: -3%; D: -120%[inhibitor]; E: 25%; F: -16%; G: -3%; H: -11%; I: 0%

Cc1ccc2c(c1)C1CN(C)CCC1N2S(=O)(=O)c1ccc(C(C)C)cc1 (configuration not stated)
  A: -24%; B: ?; C: 4%[9.24 µM]; D: 16%; E: 11%; F: -10%; G: -21%; H: 1%; I: 1%

Cn1cc(C(=O)N/N=C/c2cccc([N+](=O)[O-])c2)c2ccccc21
  A: 6%; B: 5%; C: 0%; D: ?; E: 24%; F: -15%; G: 1%; H: -12%; I: 11%

CCC(=O)Nc1ccc(-c2nnc(SCC(=O)N3CCCCC3)n2C)cc1
  A: 13%; B: 1%; C: 14%; D: -2%; E: 0%; F: 15%; G: 3%; H: 8%; I: -12%

CSc1ccccc1C(=O)Nc1cc2c(cc1C(=O)O)OCCCO2
  A: 1%; B: 17%; C: 7%; D: -4%; E: 5%; F: -7%; G: -4%; H: -5%; I: 13%

CCc1nnc(NC(=O)C2CCN(S(=O)(=O)c3ccc(C)cc3)CC2)s1
  A: 8%; B: -6%; C: 8%; D: -51%[inhibitor]; E: -9%; F: 0%; G: 0%; H: -2%; I: 0%

C=CCNc1nc(Cl)nc(Nc2ccc([N+](=O)[O-])cc2)n1
  A: 14%; B: 2%; C: -1%; D: 4%; E: -8%; F: -4%; G: -1%; H: -2%; I: 7%

CCCCOC(=O)c1ccc(Nc2ncnc3nc[nH]c23)cc1
  A: 0%; B: 3%; C: 0%; D: 8%; E: 2%; F: -9%; G: -5%; H: 15%; I: -3%

COC(=O)c1cn(NC(=O)C2CCCO2)c(=O)c2ccccc12 (configuration not stated)
  A: 3%; B: 0%; C: 10%; D: -5%; E: 21%; F: 1%; G: 4%; H: 3%; I: -11%

O=C(NCC1CCCO1)C1CCCN(S(=O)(=O)c2ccc(F)cc2)C1 (configuration not stated)
  A: -1%; B: -3%; C: -3%; D: ?; E: -22%; F: -20%; G: -3%; H: 11%; I: 4%

CCOC(=O)c1ccc(Nc2cc(C)nc(-c3ccccc3)n2)cc1
  A: 18µM*; B: ?; C: 16µM*; D: ?; E: ?; F: ?; G: -3%; H: 9%; I: 8%

Cn1c(SCC#N)nnc1-c1ccc2c(c1)OCO2
  A: 13%; B: 5%; C: 19%; D: 2%; E: -1%; F: 7%; G: 21%; H: -2%; I: -1%

COC(=O)C1=C(C)OC(N)=C(C#N)C1c1cc(C)sc1C (configuration not stated)
  A: 10%; B: 8%; C: 18%; D: -5%; E: 15%; F: 17%; G: -1%; H: 5%; I: 0%

CC(C)[C@H](NS(=O)(=O)/C=C/c1ccccc1)C(=O)OCC(=O)NC(N)=O
  A: 8%; B: 0%; C: 3%; D: 8%; E: 13%; F: 2%; G: 2%; H: 4%; I: -6%

Cc1nc(N2CCCCC2)c2ccsc2n1
  A: -9%; B: 25%; C: 1%; D: -20%; E: 17%; F: ?; G: -5%; H: 4%; I: 7%

O=C1CN(C(=O)c2cc3ccccc3o2)c2ccccc2N1
  A: 13%; B: 17%; C: 17%; D: -3%; E: -13%; F: -7%; G: -1%; H: 10%; I: 5%

CC(C)c1ccc(CN2C(=O)c3ccccc3S2(=O)=O)cc1
  A: 1%; B: ?; C: -10%; D: 9%; E: 29%; F: ?; G: -23%; H: 13%; I: 28%

Cc1ccnc(N(C(=O)Nc2ccccc2)C2=NCC(C)(C)S2)c1
  A: 3%; B: -35%; C: 10%; D: ?; E: -18%; F: -10%; G: 6%; H: ?; I: 8%

O=C(COCc1cc(-c2ccc3c(c2)OCO3)on1)Nc1cccc(O)c1
  A: /; B: 11%; C: /; D: /; E: 13%; F: 20%; G: 0%; H: 0%; I: /

O=C(Cc1ccccc1)NC(NC(=O)Cc1ccccc1)c1cccc([N+](=O)[O-])c1
  A: ?; B: 5%; C: ?; D: -70%[inhibitor]; E: -7%; F: -13%; G: -5%; H: 4%; I: 7%

O=C(CN1C(=O)NC2(CCCC2)C1=O)Nc1ccc(Cl)c(C(F)(F)F)c1
  A: ?; B: ?; C: -17%; D: 6%; E: -12%; F: -5%; G: -1%; H: -5%; I: 12%

Cc1cc(C)nc(Sc2ccc(/C=C(\C#N)C(N)=O)o2)n1
  A: -8%; B: 8%; C: 1%; D: -1%; E: -3%; F: 0%; G: 19%; H: -3%[1.53 µM]; I: 0%

CCCc1cc(=O)oc2cc(C)cc(OC(C)C(=O)NCCCN3CCOCC3)c12 (configuration not stated)
  A: -2%; B: 30%[activator]; C: 0%; D: -10%; E: -13%; F: -8%; G: -17%; H: -14%; I: 1%

Cc1ccc(C)c(C(=O)CSc2nnnn2-c2cccnc2)c1
  A: 2%; B: -7%; C: 11%; D: 0%[9.22 µM]; E: 11µM*; F: -1%; G: 9%; H: -13%; I: -1%

CCOC(=O)N1CCC(NC(=O)c2ccc3c(c2)N(Cc2ccc(Cl)cc2)C(=O)c2ccccc2S3(=O)=O)CC1
  A: /; B: ?; C: /; D: /; E: 7%; F: 0%; G: 2%; H: -12%; I: -4%

O=C(COC(=O)C1=COCCO1)NCc1ccc(F)cc1
  A: 13%; B: -15%; C: 14%; D: 23%; E: 12%; F: 28%; G: 18%; H: -14%; I: -4%

Whole records, looked up by structure.
Shown for `O=C(COCc1cc(-c2ccc3c(c2)OCO3)on1)Nc1cccc(O)c1` : HT1080 IDH1KD tx: /; GLP-1R inv ag: 11%; HT1080-NT tox: /; SW480 rereplic: /; TDP43 rescue: 13%; KB-V1 cytotox: 20%; KB-3-1 tox: 0%; HEK293 tox: 0%; GLP-1R agonist: /
Shown for `Cc1ccc(C(=O)CN2CCN(c3ccccn3)CC2)c(C)c1` : HT1080 IDH1KD tx: 28%; GLP-1R inv ag: -5%; HT1080-NT tox: 24%; SW480 rereplic: 10%; TDP43 rescue: -12%; KB-V1 cytotox: 0%; KB-3-1 tox: 7%; HEK293 tox: -17%; GLP-1R agonist: 4%
